Screening results from PubChem.
T cell HTS – T cell immune modulation candidate | 2C CD8+ T cell-vesicle binding, flow cytometry; active compounds read low | calls only at 7 µM | 330,000 tested, 0.068% active;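 active = response, share of CD8 T cells binding vesicles, and their 90th percentile fluorescence all below set limits, cut at about 80% in these data, passing the limit was not always enough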
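Assay system – 2C mouse CD8+ T cells · Also added – QL9-loaded Drosophila micro-vesicles · Timing – Cell–vesicle co-incubation 1.5 h at 37 °C, staining 20 min on ice · Signal – flow cytometry of vesicle-bound cells · Measure – percent CD8+ FL2 mean versus row control · Controls – Peptide-free naked vesicles (low) and QL9 vesicles with 0.7% DMSO vehicle (high)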
Hep lipid drop – hepatic lipid droplet formation modulation; 240,000 tested, 0.4% active; AID 1656; inhibition, % at 6.5 µM; AML12 mouse hepatocytes, oleate lipid droplets, BODIPY imaging;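 active = lipid droplet intensity inhibited by at least 50%, with more than 500 cells counted; inconclusive = wells with under 300 cells, treated as cytotoxic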
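Technique: fluorescence imaging, 20x objective, two fields per well / Assay system: AML12 hepatocytes (mouse) / Measure: % inhibition of lipid droplet signal / Doses: 6.5 µM single-point dosing / Incubation: overnight exposure / Reagent: 100 µM oleic acid challenge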
Myeloid diff MLP – compounds promoting myeloid differentiation. ER-HoxA9 myeloid progenitors, lysozyme-GFP differentiation, flow cytometry. AID 624256. 360,000 tested, 1% active. calls only at 10 µM;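 active = normalized GFP-positive differentiation at or above the plate's own cutoff, the solvent-only control mean plus 3 SD; inconclusive = no clear call, values can overlap the other calls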;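 note: cells exposed to compound for four days before flow analysis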
Hep lipid drop cells 6.5 µM – recorded beside Hep lipid drop, whose call it bears; cell count; measured here: cell count, cytotoxicity flag;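 cells counted across two imaged fields per well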
T cell HTS vesicle-bound % – second read-out of T cell HTS, no call of its own (marks repeat the call); double positive events, %; measured here: CD8+ vesicle-bound cell fraction;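 binding gate set so that unloaded-vesicle control wells show 10% double positive cells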
Myeloid diff MLP GFP+ MAC1+ % – further read-out of Myeloid diff MLP, marked with its call; GFP+ MAC1+ double positive, %; measured here: differentiation confirmed by MAC1 staining
Starred values were filed as active, the others as inactive; i = inactive; ? = inconclusive; / = no result given. An excerpt (hit frequency here may not be typical).

Values run as follows: T cell HTS | T cell HTS vesicle-bound % | Hep lipid drop | Hep lipid drop cells 6.5 µM | Myeloid diff MLP | Myeloid diff MLP GFP+ MAC1+ %
COc1ccccc1N(CC1CO1)S(=O)(=O)c1ccc(C)cc1 (centres undefined)
 : i | 28 | 14 | 812 | i | 3.0
COc1ccc(CNC(=O)CCNS(=O)(=O)c2cc(Br)cnc2N)cc1
 : i | 21 | -20 | 657 | i | 2.2
O=C(NCCNC(=O)c1cc(F)cc(F)c1)c1cc(F)cc(F)c1
 : i | 53 | -4 | 674 | i | 0.6
COc1ccccc1NS(=O)(=O)c1ccc(C(=O)NCC(c2ccccc2OC)N(C)C)cc1 (centres undefined)
 : i | 6 | -1 | 673 | i | 0.7
Clc1nc(-c2ccccc2)c2ccccc2n1
 : i | 59 | -1 | 834 | i | 1.2
CCCc1ccc2oc(C(=O)N(C)Cc3cnccn3)c(C)c2c1
 : i | 56 | -2 | 619 | i | 1.0
Cc1cccc(N(Cc2ccccc2)C(=O)c2ccccc2F)c1
 : i | 38 | 4 | 811 | i | 0.4
O=C(COc1ccccc1)N=C1SC2CS(=O)(=O)CC2N1c1cccc(F)c1 (centres undefined)
 : i | 38 | -18 | 721 | i | 2.6
Cc1cc(N2C(=O)C(O)=C(C(=O)c3ccco3)C2c2ccc(Cl)cc2)no1 (centres undefined)
 : i | 11 | 10 | 699 | i | 1.3
COc1ccccc1OCC(=O)NNC(=O)c1ccc2c(=O)n3c(nc2c1)CCC3
 : i | 19 | 0 | 917 | i | 0.7
CC(C)CC(OC(=O)c1ccco1)C(=O)NC1CCCC1 (centres undefined)
 : i | 45 | -3 | 839 | i | 0.0
Cc1ccc(SCCNC(=O)c2ccc([N+](=O)[O-])c(C)c2)cc1
 : i | 27 | -3 | 836 | i | 0.2
O=C(c1cccs1)N1CCC(c2nc3c(nnn3Cc3c(Cl)cccc3Cl)c(=O)[nH]2)CC1
 : i | 21 | 12 | 803 | i | 0.3
C/C(=N\NC(=O)C(O)c1ccccc1)c1ccc(Br)s1 (centres undefined)
 : i | 54 | -16 | 825 | i | 0.2
Cc1cc(C(=O)Nc2c(F)cc(F)cc2Br)n(-c2ccccc2)n1
 : i | 46 | 10 | 420 | i | 0.4
Cc1ccc(C(=O)COC(=O)c2ccco2)cc1C
 : i | 32 | 16 | 697 | i | 0.4
Cc1cc2c(cc1S(=O)(=O)N(C)C1CCCCC1)OCC(=O)N2
 : i | 4 | -3 | 715 | i | 0.2
O=C(CSc1nnc(NC(=O)c2ccccc2F)s1)NCc1ccc(F)cc1
 : i | 24 | 6 | 807 | i | 0.4
COc1ccc(-c2csc(NC(=S)NC(=O)c3ccc4ccccc4c3)n2)cc1OC
 : i | 70 | 10 | 846 | i | 0.7
CCOC(=O)N1CCN(C(=O)c2cc(COc3ccc(F)cc3F)on2)CC1
 : i | 26 | -7 | 718 | i | 1.6
COC(=O)[C@H](Cc1ccccc1)NC(=O)N1CCCCCC1
 : i | 26 | -18 | 766 | i | 0.8
Cc1cccc(CN2CCC(Oc3ccc(C(=O)N4CCCC4)cc3)CC2)n1
 : i | 65 | 2 | 851 | i | 0.6
O=C(CN(Cc1ccco1)C(=O)CNS(=O)(=O)c1ccc(F)cc1)NCc1ccco1
 : i | 39 | 0 | 823 | i | 1.6
COc1ccc(-c2cc(C)no2)cc1S(=O)(=O)N1CCOc2ccccc21
 : i | 37 | -31 | 760 | i | 3.6
OCC1(CCc2ccccc2)CCCN(CCCc2ccccc2)C1 (centres undefined)
 : i | 59 | -3 | 830 | i | 0.4
Cc1cc(=O)[nH]c(Nc2ccccc2C)n1
 : i | 19 | -2 | 394 | i | 1.1
O=C(C1CCCN(S(=O)(=O)c2cc(Cl)ccc2Cl)C1)N1CCCCCC1 (centres undefined)
 : i | 63 | 4 | 650 | i | 1.2
CCOC(=O)C1(Cc2cccc(Cl)c2)CCCN(C(=O)CCN2CCCC2=O)C1 (centres undefined)
 : i | 36 | -6 | 652 | i | 0.4
CCN(C(=O)c1cccnc1SC)C12CC3CC(CC(C3)C1)C2
 : i | 26 | -6 | 804 | i | 0.7
O=C(NCc1cc(F)ccc1F)C1CCC(=O)N(C2CCCCCC2)C1 (centres undefined)
 : i | 39 | 23 | 661 | i | 1.4
CN(CC1CCCN(CCc2ccc(Cl)cc2)C1)C(=O)c1ccc2nc[nH]c2c1 (centres undefined)
 : i | 29 | -33 | 659 | i | 1.2
Cc1cccc(N2CCN(S(=O)(=O)c3c(C)nc4scc(C)n4c3=O)CC2C)c1 (centres undefined)
 : i | 21 | 1 | 800 | i | 3.4
CCn1c(SCC(=O)NC2CC2)nnc1-c1ccc(OC)cc1
 : i | 26 | 11 | 696 | i | 1.0
CC(C)OCCCN1CC(=O)N2C(c3cccc([N+](=O)[O-])c3)c3[nH]c4ccccc4c3C[C@H]2C1=O (some centres undefined)
 : i | 44 | -4 | 776 | i | 0.6
O=C(CN1CCN(Cc2ccc(Cl)cc2)CC1)N1CCc2ccccc21
 : i | 53 | -10 | 744 | i | 0.4
Cn1c(=O)cc(Nc2ccc(Cl)cc2)[nH]c1=O
 : i | 46 | -1 | 852 | i | 0.0
CC(C)=CCCC(C)CN1CCC(n2nccc2NC(=O)c2cccnc2)CC1 (centres undefined)
 : i | 10 | -38 | 636 | i | 6.8
CCCn1cnc2c(oc3ccccc32)c1=O
 : i | 32 | -1 | 836 | i | 0.6
O=C(C(=O)N1CCN(c2ccc(F)cc2)CC1)c1cn(CC(=O)N2CCOCC2)c2ccccc12
 : i | 12 | 3 | 703 | i | 1.6
CC(C)(C)c1ccc(S(=O)(=O)/N=C2\C=C(NS(=O)(=O)c3ccccc3)C(=O)c3ccccc32)cc1
 : i | 14 | -3 | 856 | i | 1.0

Part of the list above in order of count of non-hydrogen atoms, lowest first:
Values run as follows: T cell HTS | T cell HTS vesicle-bound % | Hep lipid drop | Hep lipid drop cells 6.5 µM | Myeloid diff MLP | Myeloid diff MLP GFP+ MAC1+ %
Cc1cc(=O)[nH]c(Nc2ccccc2C)n1
 : i | 19 | -2 | 394 | i | 1.1
CCCn1cnc2c(oc3ccccc32)c1=O
 : i | 32 | -1 | 836 | i | 0.6
Cc1ccc(C(=O)COC(=O)c2ccco2)cc1C
 : i | 32 | 16 | 697 | i | 0.4
C/C(=N\NC(=O)C(O)c1ccccc1)c1ccc(Br)s1 (centres undefined)
 : i | 54 | -16 | 825 | i | 0.2
CC(C)CC(OC(=O)c1ccco1)C(=O)NC1CCCC1 (centres undefined)
 : i | 45 | -3 | 839 | i | 0.0
COC(=O)[C@H](Cc1ccccc1)NC(=O)N1CCCCCC1
 : i | 26 | -18 | 766 | i | 0.8
CCn1c(SCC(=O)NC2CC2)nnc1-c1ccc(OC)cc1
 : i | 26 | 11 | 696 | i | 1.0
Cc1cc(C(=O)Nc2c(F)cc(F)cc2Br)n(-c2ccccc2)n1
 : i | 46 | 10 | 420 | i | 0.4
O=C(CN1CCN(Cc2ccc(Cl)cc2)CC1)N1CCc2ccccc21
 : i | 53 | -10 | 744 | i | 0.4
COc1ccccc1OCC(=O)NNC(=O)c1ccc2c(=O)n3c(nc2c1)CCC3
 : i | 19 | 0 | 917 | i | 0.7
COc1ccc(-c2csc(NC(=S)NC(=O)c3ccc4ccccc4c3)n2)cc1OC
 : i | 70 | 10 | 846 | i | 0.7
O=C(c1cccs1)N1CCC(c2nc3c(nnn3Cc3c(Cl)cccc3Cl)c(=O)[nH]2)CC1
 : i | 21 | 12 | 803 | i | 0.3
COc1ccccc1NS(=O)(=O)c1ccc(C(=O)NCC(c2ccccc2OC)N(C)C)cc1 (centres undefined)
 : i | 6 | -1 | 673 | i | 0.7

Carrying on:
Values run as follows: T cell HTS | T cell HTS vesicle-bound % | Hep lipid drop | Hep lipid drop cells 6.5 µM | Myeloid diff MLP | Myeloid diff MLP GFP+ MAC1+ %
Cc1ccc2c(c1)N(CC(=O)NCCC1=CCCCC1)C(=O)c1cccnc1O2
 : i | 39 | -11 | 857 | i | 4.8
S=C(Nc1cccnc1)N1CCN(c2ccccc2Cl)CC1
 : i | 32 | 8 | 706 | i | 0.9
CC(C)C(C(=O)NC1CCCC1)N(Cc1ccco1)C(=O)CNS(=O)(=O)c1ccccc1 (centres undefined)
 : i | 37 | -3 | 732 | i | 1.9
O=C(NCC1CCCO1)c1ccc2c(c1)N(Cc1ccc(F)cc1Cl)C(=O)CS2 (centres undefined)
 : i | 23 | 17 | 714 | i | 2.5
Cc1ccc(NC(=O)[C@H](Cc2ccccc2)NC(=O)C2CCNCC2)cc1
 : i | 32 | -4 | 701 | i | 0.3
CS(=O)(=O)N1CCN(C(=O)CCc2ccccc2)CC1
 : i | 51 | 3 | 823 | i | 0.4
CCn1c(SCC(=O)NC2CCCC2)nnc1-c1ccncc1
 : i | 23 | 14 | 743 | i | 5.3
COc1ccccc1/C=N/NC(=O)c1c(-c2ccccc2)noc1C
 : i | 24 | -3 | 814 | i | 0.5
O=[N+]([O-])c1cccc(-c2cc3ccccc3[nH]2)c1
 : i | 51 | -4 | 818 | i | 0.6
O=C(CNS(=O)(=O)c1ccc(F)c(Cl)c1)N1CCCC1
 : i | 53 | -3 | 801 | i | 1.0
O=C(Nc1ccc(S(=O)(=O)N2CCCCCC2)cc1)c1c(F)cccc1F
 : i | 12 | 2 | 833 | i | 1.5
O=C1c2ccc([N+](=O)[O-])cc2C(=O)N1Cc1cccnc1
 : i | 55 | 11 | 806 | i | 0.3
O=S(=O)(c1ccc2ccccc2c1)N1CCN(CCO)CC1
 : i | 54 | -7 | 836 | i | 1.0
COC(=O)c1ccc(NC(=O)C[n+]2ccccc2C)cc1
 : i | 53 | 4 | 808 | i | 1.1
CCCc1nnc(NC(=O)CCC(=O)N2CCN(Cc3cc(Cl)ccc3OC)CC2)s1
 : i | 2 | -65 | 673 | i | 4.4
Cc1cccc(CCNC(=O)Cn2ncc3c([nH]c4ccc(C)cc43)c2=O)c1
 : i | 20 | 13 | 661 | i | 1.1
Cc1nc2ccc(NC(=O)CSc3nnc(C)s3)cc2[nH]1
 : i | 17 | 5 | 808 | i | 0.2
Cc1ccc(S(=O)(=O)N2CCCC(C(=O)NCCc3ccc(S(N)(=O)=O)cc3)C2)cc1 (centres undefined)
 : i | 20 | -1 | 803 | ? | /
Cc1cc(C)cc(NC(=O)NCC2CCN(Cc3cc(C)ccc3C)CC2)c1
 : i | 23 | -3 | 856 | i | 0.5
CCCC1=Nc2cc(C(=O)NCCCN3CCN(C)CC3)ccc2Sc2ccccc21
 : i | 42 | -2 | 659 | i | 2.0
O=C(NC(=S)Nc1ccc(NC(=O)c2ccccc2)cc1)c1ccc(F)cc1
 : i | 48 | -26 | 654 | i | 1.1
Cc1nc(N)sc1-c1csc(Nc2cccc(C(=O)O)c2)n1
 : i | 61 | -28 | 830 | i | 1.2
O=C(CN1CCCC1)NC(c1ccccc1)c1ccccc1
 : i | 21 | 3 | 813 | i | 0.3
Cc1c(CC(=O)N2CCC(C(=O)O)CC2)c(=O)oc2cc3c(cc12)CCC1(CCCCC1)O3
 : i | 33 | -2 | 780 | i | 2.7
O=C(NCCc1ccccc1)c1cccc2c1C(=O)N(C1CCCCC1)C2
 : i | 53 | 2 | 699 | i | 0.0
Cc1c(Cl)cccc1NC(=O)C1COc2ccccc2O1 (centres undefined)
 : i | 7 | 11 | 810 | i | 0.7
COCc1ccc(CN2CCCCC2C(=O)Nc2ccc(Oc3ccccc3)nc2)o1 (centres undefined)
 : i | 18 | 8 | 866 | i | 1.6
Cc1ccc(NC(=O)CS(=O)CC(=O)N2CCN(C3CCCC3)CC2)cc1 (centres undefined)
 : i | 43 | -31 | 851 | i | 0.1
CCCc1ccc(Oc2cc(NN3CCCCC3)c([N+](=O)[O-])cc2[N+](=O)[O-])cc1
 : i | 15 | 6 | 780 | i | 1.6
